# RORg inh: qHTS for inhibitors of ROR gamma transcriptional activity. Nuclear receptor ROR-gamma (Mus musculus), P51450. 5.4% of 310,000 active. Potency, µM (doses to about 53.6 µM), inactives show at the highest dose activity change, negative = inhibition, usual class: inhibitors. AID 2551, 2010. Drosophila S2 Gal4-RORgamma UAS-luciferase reporter, 20 h; note: potency is the fitted concentration of half-maximal effect; % is set by controls: 0 for no effect and ±100 for the full control effect; nearly all actives have a fitted effect of over 60% in size
# Target sequence (P51450 whole entry, looked up, the tested form may be a part): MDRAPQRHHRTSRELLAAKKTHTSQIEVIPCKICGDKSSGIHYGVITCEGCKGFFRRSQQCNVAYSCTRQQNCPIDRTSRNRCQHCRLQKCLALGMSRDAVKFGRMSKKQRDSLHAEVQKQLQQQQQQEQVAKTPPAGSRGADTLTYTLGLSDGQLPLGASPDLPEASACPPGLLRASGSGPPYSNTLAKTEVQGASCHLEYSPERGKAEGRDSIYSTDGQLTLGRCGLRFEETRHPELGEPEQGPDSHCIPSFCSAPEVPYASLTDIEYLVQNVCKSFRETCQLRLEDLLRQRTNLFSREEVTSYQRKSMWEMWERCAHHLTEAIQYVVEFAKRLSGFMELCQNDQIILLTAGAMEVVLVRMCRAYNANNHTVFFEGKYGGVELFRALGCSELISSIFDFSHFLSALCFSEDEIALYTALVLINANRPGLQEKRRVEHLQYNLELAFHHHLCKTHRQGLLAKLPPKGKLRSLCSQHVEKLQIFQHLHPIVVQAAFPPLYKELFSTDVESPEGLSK
#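 Luminescence from a UAS-regulated Photinus luciferase reporter in stably transfected Drosophila Schneider cells is measured; decreased signal marks ROR gamma inhibition. Fusion expression is induced by 700 uM copper sulfate for 20 hr.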
# NPC1 prom act: qHTS Assay for NPC1 Promoter Activators; Huh7 NPC1 promoter luciferase reporter, 24 h; Potency, µM (doses to about 9.22 µM), inactives show at the highest dose activation, most hits filed as activators; 2.4% of 320,000 active;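 note: potency is the fitted concentration of half-maximal effect; % of control where 0% means no effect; nearly all actives have a fitted effect of over 60% in size; reporter is driven by a mutant NPC1 promoter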
#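 Luminescence from an NPC1 promoter-driven luciferase reporter in stably transfected Huh7 cells was measured after 24 h compound treatment at 37 °C, followed by 10 min ambient incubation with luciferase detection reagent.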
# PKM2 activator: qHTS Assay for Activators of Human Muscle isoform 2 Pyruvate Kinase. 0.34% of 260,000 active. Pyruvate kinase PKM (Homo sapiens), P14618. Potency, µM (titrated, usually from 57.5 µM), for the others: at the highest dose activation, actives largely listed as activators. purified PKM2, Kinase-Glo ATP luminescence, activation; response scale: 0% is enzyme alone, no compound. AID 1631, 2009; note: potency is the fitted concentration of half-maximal effect; % is set by controls: 0 for no effect and ±100 for the full control effect; nearly all actives have a fitted effect of over 55% in size
# Target sequence (P14618 whole entry, looked up, canonical isoform): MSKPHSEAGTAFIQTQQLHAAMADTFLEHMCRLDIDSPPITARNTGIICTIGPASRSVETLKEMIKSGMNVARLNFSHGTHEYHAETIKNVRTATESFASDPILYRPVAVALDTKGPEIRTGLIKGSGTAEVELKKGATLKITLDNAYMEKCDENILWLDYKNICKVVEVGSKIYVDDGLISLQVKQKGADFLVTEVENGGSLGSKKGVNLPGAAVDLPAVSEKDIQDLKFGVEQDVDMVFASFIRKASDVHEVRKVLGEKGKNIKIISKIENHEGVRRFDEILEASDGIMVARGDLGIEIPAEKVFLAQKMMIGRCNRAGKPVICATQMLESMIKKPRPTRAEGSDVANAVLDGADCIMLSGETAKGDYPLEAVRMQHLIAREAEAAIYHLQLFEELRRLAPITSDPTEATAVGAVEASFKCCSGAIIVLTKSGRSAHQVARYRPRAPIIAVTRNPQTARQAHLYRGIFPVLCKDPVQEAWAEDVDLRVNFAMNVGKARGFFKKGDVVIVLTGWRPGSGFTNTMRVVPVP
#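 Kinase-Glo luminescence reports ATP generated from ADP (0.1 mM) and PEP (0.5 mM) by purified hPK-M2 after 1 h at room temperature, pH 7.2 imidazole buffer; intermediate enzyme activity allows detecting inhibitors and activators.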
# FLuc modulator: qHTS profiling assay for firefly luciferase inhibitor/activator using purifed enzyme and Km concentrations of substrates (counterscreen for miR-21 project). purified FLuc, Km substrates, luminescence inhibition. AID 588342, 2011. 6.9% of 360,000 active. Potency, µM (titrated, usually from 57.5 µM), inactives show at the top dose activity change, negative = inhibition, most hits filed as inhibitors;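 note: potency is the fitted concentration of half-maximal effect; plate controls were vehicle for no effect and reference inhibitor for full effect; nearly all actives have a fitted effect of over 55% in size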
#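 Biochemical qHTS of compounds, final roughly 60 µM downward over six points, against 10 nM purified firefly luciferase using Km concentrations of substrates (10 uM D-luciferin, 10 uM ATP) in Tris acetate pH 7.5 buffer; luminescence output.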
# Mito fusion act: qHTS Assay for Small Molecule Inhibitors of Mitochondrial Division or Activators of Mitochondrial Fusion | 0.23% of 320,000 active | S. cerevisiae fusion-defective mutant growth rescue, CellTiterGlo 48 h | Potency, µM (highest dose often 46.1 µM), for the others: at the top dose growth rescue (activation), hits mostly activators;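 note: potency is the fitted concentration of half-maximal effect; % of control where 0% means no effect; nearly all actives have a fitted effect of over 45% in size; temperature-sensitive fusion mutants such as fzo1-1 at 37 °C on non-fermentable ethanol glycerol medium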
#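 Luminescent cell viability in 1536-well qHTS format served as the measure of rescued growth in ts fusion-mutant S. cerevisiae cultured on non-fermentable YPEG for 48 hours at 37C.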
# Rab9 prom act: qHTS Assay for Rab9 Promoter Activators. Huh7 Rab9 promoter-luciferase reporter, luminescence, 24 h. Potency, µM (titrated, usually from 9.22 µM), without a hit: at the highest dose activation, negative = inhibition, actives largely listed as activators. 2.8% of 320,000 active. AID 485297, 2010; note: potency is the fitted concentration of half-maximal effect; % of control where 0% means no effect; nearly all actives have a fitted effect of over 60% in size
#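 Cells were plated at 1500 per well in reduced-serum medium with 10% FBS and left 2 h. Compound in DMSO was then added for 24 h at 37 °C. Reporter signal was read by luminescence after 10 min with luciferase detection reagent.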
# KCNH2 3.1 inh: qHTS for Inhibitors of KCHN2 3.1: Mutant qHTS; Potassium voltage-gated channel subfamily H member 2, brain isoform KCNH2 3.1 (human); U2OS KCNH2 3.1, thallium flux FluxOr; active compounds read low; activity change, % (tested at about 1.8 µM); 0.95% of 340,000 active; AID 720553, 2013;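 active = maximum activity change below -70%; inconclusive = maximum activity change from -70% to -50%; inactive = maximum activity change above -50%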;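 note: thallium influx rate constant from kinetic fluorescence after stimulation buffer; % is set by controls: 0 for no effect and ±100 for the full control effect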
#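 Thallium flux via FluxOr fluorescence (Red40 quencher, 45 min loading) in U2OS cells virally expressing the KCNH2 3.1 isoform (1.77 x 10^8 /mL virus, overnight at 37 C). Rate constants from 2-min kinetic reads post-stimulation, normalised to positive and negative controls.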
# ELG1 repair inh: qHTS screen for small molecules that inhibit ELG1-dependent DNA repair in human embryonic kidney (HEK293T) cells expressing luciferase-tagged ELG1; HEK293T ELG1-luciferase reporter, luminescence, 16 h; DNA damage induced by 5-fluorouridine; Potency, µM (series often up to 46.1 µM), for the others: top-dose activity change, negative = inhibition, actives largely listed as inhibitors; 2.3% of 330,000 active; note: potency is the fitted concentration of half-maximal effect; % is set by controls: 0 for no effect and ±100 for the full control effect; nearly all actives have a fitted effect of over 55% in size
#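 5-Fluorouridine DNA damage + compound/DMSO, 2,000 cells/well, 16 h, 37 °C/5% CO2. ONE-Glo, 30 min RT, luminescence. Readout = decrease in reporter signal.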
# MBNL1-CUG inh: qHTS Assay for Inhibitors of MBNL1-poly(CUG) RNA binding. Muscleblind-like protein 1 (Homo sapiens), Q9NR56. TR-FRET MBNL1-His/biotin-(CUG)12 binding, 665/545 ratio. Potency, µM (highest dose often 57.5 µM), for the others: top-dose activity change, negative = inhibition, usual class: inhibitors. 0.036% of 280,000 active; active = well fitted inhibition curve with a large enough effect in the signal ratio, with a control signal flat, not every such curve was filed as active; inconclusive = small, poorly fitted or top-dose-only effect, or effect the other way, or a change in a side signal; inactive = no such curve, though single readings can be large or run the other way; the % refers to the signal ratio; note: potency is the fitted concentration of half-maximal effect; % is set by controls: 0 for no effect and ±100 for the full control effect
#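 MBNL1-His + Biotin-(CUG)12, cpd titration 92 nM–58 uM; Tb anti-His Ab 0.055 ng/ul, SA-XL665 5 nM (final); 60 min RT; ratiometric 665/545 nm, Ex 340 nm; normalized to buffer and full-complex controls.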
# Menin MLL FP TR: qHTS Assay for Inhibitors Targeting the Menin-MLL Interaction in MLL Related Leukemias: Competition With Texas Red Labeled MLL-derived Mutant Peptide; O00255; Menin + Texas Red MLL mutant peptide, fluorescence polarization; Potency, µM (series often up to 61.6 µM), inactives show top-dose FP activity change, negative = inhibition, actives largely listed as inhibitors; 0.23% of 270,000 active; AID 1768, 2009; active = well fitted inhibition curve with a large enough effect in the polarisation, with a control signal flat, not every such curve was filed as active; inconclusive = small, poorly fitted or top-dose-only effect, or effect the other way, or a change in a side signal; inactive = no such curve, though single readings can be large or run the other way; the % refers to the polarisation; note: potency is the fitted concentration of half-maximal effect; % of control where 0% means no effect; many of its hits are not listed in these tables
# Gal4-VP16 FLuc: VP16 counterscreen qHTS for inhibitors of ROR gamma transcriptional activity; Drosophila S2 Gal4-VP16 UAS-luciferase, luminescence, 20 h; Potency, µM (highest dose often 53.6 µM), for the others: at the top dose activity, negative = inhibition, hits mostly inhibitors; 3.5% of 310,000 active; AID 2546, 2010;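 note: Gal4-VP16 expression switched on by copper sulfate through the metallothionein promoter; potency is the fitted concentration of half-maximal effect; % is set by controls: 0 for no effect and ±100 for the full control effect; nearly all actives have a fitted effect of over 50% in size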
# Numbers without * were called inactive; ? = inconclusive; · = not tested or not shown; & = joins results of further samples; [ ] = another dose, or the depositor's remark. Unless noted, calls come from the whole dose curve; as a rule, active = well fitted curve in the direction sought with a large enough effect; inconclusive = small, poorly fitted or top-dose-only effect, or another doubt; inactive = no such curve, though single readings can be large; an effect the other way counts as inactive or inconclusive. These rows are one share of the data; the hit share may differ from the screen's.
canonical_smiles	Gal4-VP16 FLuc	Rab9 prom act	PKM2 activator	Menin MLL FP TR	FLuc modulator	NPC1 prom act	RORg inh	Mito fusion act	KCNH2 3.1 inh	MBNL1-CUG inh	ELG1 repair inh
CCOC(=O)N1CCN(C(=O)COC(=O)Cc2ccc(Cl)cc2)CC1	8%	0%	0%	1%	0%	-5%	-28%	1%	12	3%	2%
O=C(CN1C(=O)NC2(CCCC2)C1=O)Nc1nc2c(F)cc(F)cc2s1	·	3%	·	·	-10%	-2%	·	-5%	0	·	24%
CCC(NC(=O)c1ccccc1NC(=O)c1ccco1)C(=O)O (centres undefined)	1%	-1%	0%	2%	1%	1%	-9%	-2%	-1	-2%	-1%
O=C(NCC1CCCO1)/C(=C/c1cn(-c2ccccc2)nc1-c1cccnc1)NC(=O)c1ccccc1 (centres undefined)	9%	2%	-3%	-15%	-7%	-1%	-1%	4%	-6	-1%	21µM*
COc1cccc(C(=O)Nc2ccc(Oc3cccc(C(F)(F)F)c3)nc2)c1	4%	-20%	0%	·	-7%	-10%	0%	-4%	-8	·	?
COC(=O)c1ccc2c(=O)n(Cc3ccco3)c(SCC(=O)Nc3ccc(C)c(Cl)c3)nc2c1	0%	-6%	2%	?	2%	-9%	-3%	2%	-75*	6%	?
Cc1ccc(CSCC(=O)N2CCN(c3ccc(F)cc3)CC2)cc1	-3%	-1%	-1%	?	-10%&-4%	0%	22%	2%	-14	-6%	-4%
O=C(NC1CCCC1)C(Cc1ccccc1)n1cccc1 (centres undefined)	2%	0%	-5%	10%	1%	-1%	-1%	1%	-5	-2%	1%
CCc1nn(C(C)C(=O)N(C)Cc2ccccc2)c(=O)c2cc3occc3n12 (centres undefined)	?	-5%	·	-35%	-1%	-2%	10%	10%	-4	10%	-2%
O=C(CN1C(=O)NC2(CCSC2)C1=O)NCc1ccccc1 (centres undefined)	2%	-7%	-1%	-4%	1%	-3%	1%	0%	-44	-8%	-5%
OCCNC(=S)Nc1ccc(Oc2ccccc2)cc1	21%	0%	4%	11%	-2%	-2%	-26%	9%	6	-4%	-22%
CCCc1ccccc1OCCNC(=O)c1cc(=O)n(C)c(=O)n1C	-4%[10 µM]	-4%	14%	-1%	2%	-4%	5%	17%	0	-2%	4%
CCOC(=O)c1ccccc1NC(=O)Cn1cnc2c(cnn2-c2ccccc2)c1=O	-7%	2%	6%	-14%	1%	0%	11%	-3%	-10	-1%	23%
CCCCCCNCc1cccc(Br)c1	4%	7%	3%	-23%	5%	-3%	4%	-4%	-4	-1%	6%
O=C(c1ccc(Sc2cccc(Cl)c2)c([N+](=O)[O-])c1)N1CCN(c2ccccn2)CC1	-2%	0%	4%	0%	4%	-3%	25%	?	?	5%	-26%
CCOc1cc(CNc2ccc(O)cc2)ccc1OCc1ccc(Cl)cc1Cl	?	11%	10%	?	-3%	-5%	16µM*	?	-9	?	?
CC(SC(=S)N(C)Cc1cccs1)C(=O)O (centres undefined)	-13%	-4%	-15%	3%	1%	-2%	-19%	-2%	6	-5%	21%
CN1CCN(c2ccc([N+](=O)[O-])cc2C(=O)c2ccc(Br)cc2)CC1	3%	-24%	-9%	?	1%	-22%	2%	-3%	-30	13%	-29%
COc1ccc(CCNC(=O)C2CC(c3cccc([N+](=O)[O-])c3)=NO2)cc1 (centres undefined)	13%	?	-4%	-7%	15µM*	?	29%	2%	2	?	?
CCCC(CCC(=O)OC)(C(=O)OCC)c1csc(N)n1 (centres undefined)	-4%	-1%	0%	-10%	2%	-1%	-3%	1%	-2	1%	?
Cc1ccc(-n2c(SCC(=O)Nc3cc(C)on3)nc3c(c2=O)SC(C)C3)cc1 (centres undefined)	-2%	-1%	0%	7%	-1%	-2%	18%	-4%	-14	?	1%
COc1ccc(-c2nnc(NC(=O)c3ccc(S(=O)(=O)N4CCc5ccccc5C4)cc3)o2)cc1	0.25µM*	-11%	0%	?	2%	-21%	0.13µM*	3%	4	0%	?
Nc1nonc1C(=O)NCCNCc1cc(Br)ccc1OCc1ccccc1F	4µM*	-20%	10%	?	1%	-2%	?	-10%	-31	-5%	?
O=C1N/C(=N/S(=O)(=O)c2ccccc2)S/C1=C/c1cccnc1	-1%	-3%	-1%	?	-8%	-4%	-1%	-4%	·	14%	7%
CCOC(=O)CSc1nnc(CNc2ccc(F)cc2)o1	-6%	0%	-1%	-2%	-1%	0%	2%	1%	11	-1%	?
O=C(NC1CC2CCCC(C1)N2C(=O)Nc1ccc(Cl)c(C(F)(F)F)c1)C1CC1 (centres undefined)	-5%	-3%	0%	16%	-2%	-4%	13%	5%	9	-5%	-1%
CCC(=O)c1ccc(OCC(=O)Nc2cccc(S(=O)(=O)N3CCCCCC3)c2)cc1	·	-18%	·	·	-2%	-16%	·	3%	-6	·	20%
Nc1nc(SCC(=O)Nc2ccc(Cl)c(S(=O)(=O)N3CCOCC3)c2)n[nH]1	-6%	-3%	0%	·	-12%	-2%	7%	0%	11	·	4%
COC(=O)c1cnc(Oc2c(Cl)cc(N)cc2Cl)cc1C(F)(F)F	5%	-5%	-2%	·	2%	-4%	-25%	7%	5	-1%	-7%
Cc1cc2nc[nH]c2cc1[N+](=O)[O-]	1%	-3%	2%	1%	-1%	-5%	-8%	18%	-8	11%	6%
COc1ccc(OC)c(-c2csc(NC(=O)C3=NNC(=O)CC3)n2)c1	2%	-2%	·	?	?	-1%	-2%	-4%	-1	-5%	?
Cc1c(Cl)c([N+](=O)[O-])nn1CC(=O)NC(C)C1CC2CCC1C2 (centres undefined)	-5%	7%	1%	1%	1%	-1%	3%	1%	9	20%	1%
COc1cc(Cn2ccnc2)c(OC)cc1Cn1ccnc1	0%	-6%	0%	-1%	-1%	0%	2%[10 µM]	1%	-2	3%	?
Cc1ccc(CN2CCNC(=O)C2CC(=O)N(C)C2CCCCC2)o1 (centres undefined)	-1%	-3%	2%	-6%	4%	-4%	20%	-1%	16	-13%	14%
COc1ccc(OC)c(C2c3[nH]c4ccccc4c3C[C@H]3C(=O)N(CCCOC(C)C)CC(=O)N23)c1 (some centres undefined)	-6%	-3%[1.84 µM]	·	16%	0%	1%	19%	0%	-4	11%	-9%
O=C(Cc1cccs1)N1CCN(S(=O)(=O)c2cccc([N+](=O)[O-])c2)CC1	3%	15%	-1%[0.46 µM]	0%	5%	-3%	-12%	3%	-16	?	12%
Cc1ccc(NC(=O)N(CCCN2CCOCC2)Cc2cc3cc4c(cc3[nH]c2=O)OCO4)cc1	-13%	2%	-2%	-2%	2%	1%	15%	-1%	12	5%	21%
O=Cc1ccc(-c2ccc([N+](=O)[O-])cc2Cl)o1	24%	-3%	1%	?	-10%	0%	-41%	-1%	0	?	-12%
Cc1cccc(NC(=O)C2CCCN2C(=O)Oc2ccccc2)c1C (centres undefined)	-19%	-4%	-2%	4%	-2%	-4%	3%	-2%	-15	-6%	9%
COc1ccc(-c2sc3ccc(OC)cc3c2-c2ccc(OC)c(F)c2)cc1	·	0%	·	·	0%	2%	·	4%	-4	·	2%
O=C(NCc1ccccc1)C1CCN(S(=O)(=O)c2ccc(Cl)cc2)CC1	-9%	0%	18%	-1%	1%	0%	?	5%	7	3%	-1%
O=C(O)CN1CCOCCOCCN(CC(=O)O)CCOCCOCC1	-10%	-1%	-3%	-7%	2%	0%	-2%	0%	·	-7%	4%
